Bioassay records from PubChem.
All columns: NCI-60 one-dose screen, growth in % after 48 h at 10 µM unless noted; 100 = growth as untreated, 0 = no growth, -100 = all killed.
SNB-19: SNB-19 CNS cancer cells; 81,000 compounds, 2.5% hits; AID 1794751
SF-268: SF-268 CNS cancer cells. 82,000 compounds, 3.1% hits
U251: U251 CNS tumor cells | AID 1794753 | 80,000 compounds, 5.4% hits
SF-539: SF-539 CNS cancer; 81,000 compounds, 6.8% hits
SF-295: SF-295 CNS cancer cells; 79,000 compounds, 5.6% hits
SNB-75: SNB-75 CNS cancer | 79,000 compounds, 5% hits | AID 1794750
A498: A498 renal cancer cells. 76,000 compounds, 5.4% hits
NCI-H23: NCI-H23 lung cancer. AID 1794731. 80,000 compounds, 4% hits
CAKI-1: CAKI-1 renal cancer | 75,000 compounds, 4.7% hits | AID 1794772
* marks the source's active call; other numbers are inactive results; . = not tested or not shown; & = joins results of further samples; [ ] = another dose, or the depositor's remark. The calls were made as follows: active = growth percent below 10; inactive = the rest. This is a random part of the collection; 10% or so of the library scored in one or more.

SMILES	SNB-19	SF-268	U251	SF-539	SF-295	SNB-75	A498	NCI-H23	CAKI-1
C=C1C(=O)O[C@@H]2C[C@@H](C)/C=C\C(=O)[C@](C)(OC(C)=O)C[C@H](OC(=O)/C(C)=C\C)[C@@H]12	60	-1.5*	2.5*	-57*	71	38	39	-14*	-11*
CCC1CCc2nc3sc(C(=O)Nc4ccccc4F)c(N)c3cc2C1 (stereo not given)	76	62	65	75	47	66	45	78	53
Clc1cnc(NCCc2ccncc2)nc1-n1cnc2ccccc21	112	87	89	95	110	82	82	94	60
CCCCn1c(=O)[nH]c(N)c(C(c2ccc(Cl)cc2)c2c(N)[nH]c(=O)n(CCCC)c2=O)c1=O	48	38	36	44	35	57	89	54	91
CC(=O)OCC1CC2CC(O)C1C2 (stereo not given)	101	117	99	98	95	90	91	109	90
COc1ccc(/C(=C\c2cc(OC)c(OC)c(OC)c2)C(=O)Nc2nc3ccc(OC)cc3s2)cc1	103	98	97	100	.	94	77	96	85
CC1=C(C)CC(C(=O)c2ccc(Cl)cc2)C(C(=O)c2ccc(Cl)cc2)C1 (stereo not given)	100	89	96	101	91	88	91	87	82
Fc1ccc(-c2cn3c(-c4c[nH]c5ccccc45)csc3n2)cc1	85	88	88	93	82	91	84	75	59
O=[N+]([O-])c1cccc(C2c3sc4ccc(Cl)cc4c3Nc3nnnn32)c1 (stereo not given)	109	102	110	96	108	93	.	88	82
CC(C)(C)NC(=S)Nc1ncccc1OCc1cccc(F)c1	99	103	91	99	88	93	104	99	92
C[C@@]1(F)[C@H](O)[C@@H](CO)O[C@H]1n1ncc(=O)[nH]c1=O	117	101	100	95	94	86	111	104	.
COc1cc(/C=C/C(=O)Nc2ccc(C=C3c4ccccc4C(=O)c4ccccc43)cc2)cc(OC)c1OC	87	89	57	72	74	74	.	74	87
OC(CCN1CCCCC1)c1ccc2ccccc2c1 (stereo not given)	109	95	98	103	103	89	89	104	99
COc1cccc(NC(=O)N/C(N)=N/c2nc(-c3cccc([N+](=O)[O-])c3)cs2)c1	88	83	84	90	76	72	49	63	55
COc1ccc2c(ccc3c(C(C)=O)cc(C(=O)c4ccc(Br)cc4)n32)c1	62	74	72	76	55	45	119	73	62
O=C(O)c1ccccc1Cc1ccc2c(c1)CCCC2	102	100	111	110	116	87	107	100	98
COc1ccc(C(=O)Nc2nn(-c3ccccc3)nc2-c2ccccc2)cc1	104	108	94	102	54	79	100	97	85
O=C(CSc1nc2c(c(=O)[nH]1)CCCC2)NNC(=O)c1ccc([N+](=O)[O-])cc1	97	98	101	93	102	85	103	103	96
COc1ccc(/C=C/c2nn3c(-c4ccco4)nnc3s2)cc1	90	103	96	95	92	103	74	.	88
CCc1ccc2nc(NC(=O)Cc3ccc(NC(C)=O)cc3)sc2c1	95	100	85	97	108	96	85	101	.
CC(=O)NCCCC[C@@H](NC(=O)OC(C)(C)C)C(=O)Nc1ccc(Cn2cc(F)c(=O)[nH]c2=O)cc1	103	101	99	101	106	101	86[50 µM]	100	92
CN1CCc2c(sc3nc4n(-c5ccc(Cl)cc5)cnn4c(=O)c23)C1	107	96	104	106	102	94	.	92	97
Clc1ccc(-c2ccnc(N3CCNCC3)n2)cc1	93	88	83	83	98	78	67	93	93
CN(C)c1ccc2oc(=O)c3ccccc3c2c1	81	100	94	80	102	57	.	98	98
Cc1ccc(NC(=O)/C=C/c2ccccc2)c(C(N)=O)c1	40	43	29	0.4*	15	11	54	59	6.5*
Nc1[nH]nc2[nH]c(=S)nc(-c3ccc(Cl)cc3Cl)c12	86	104	103	85	94	.	105	96	84
S=c1n(CN2CCCC2)nc(-c2ccccc2Cl)n1Cc1ccccc1	82	102	88	100	92	77	73	100	99
Cc1cc(N(CCCNc2ccnc3cc(Cl)ccc23)Cc2ccco2)nc(Cl)n1	75	73	61	54	42	66	46	32	.
O=S(=O)(Nc1cc(Cl)cc(Cl)c1)c1ccc(-c2cnc(C3CC3)o2)cc1	43	67	37	14	17	-2.0*	16	43	12
COc1ccc(C2Nc3nc(OC)n(C)c(=O)c3N=C3c4ccccc4C(=O)C32)cc1 (stereo not given)	92	81	91	90	7.0*	77	105	100	54
O=C(N/N=C/c1ccc2c(c1)OCO2)c1ccncc1	103&111	102&109	104&104	123&101	107&113	98&78	94&98	101&99	97&97
COc1cc(C(=O)O)ccc1O	104	101	94	105	103	98	97	102	105
COc1cccc(/C=C2\COc3ccc(O)c(O)c3C2=O)c1OC	32	17	11	-73*	83	22	80	61	23
Cc1cnc(SCc2ccc(Cl)cc2)nc1Nc1ccc(Cl)cc1Cl	103	104	100	101	105	98	98	97	.
C=COC(=O)CCCCCCC/C=C\CCCCCCCC	.	102	105	109	112	100	97	101	103
CCOC(=O)Nc1cc(=O)c([N+](=O)[O-])c(N)[nH]1	113	123	.	100	102	83	108	120	105
CC(C)CC1NC(=O)C(CC(C)C)N(CO)C1=O (stereo not given)	100	112	111	111	120	93	96	104	100
O=[N+]([O-])c1ccc(/C=C/C=C/c2ccc(Cl)cc2Cl)cc1	103	99	103	90	.	79	84	87	97
CCN(CC)c1ccc(/C=N/NC(=O)c2ccc(NS(C)(=O)=O)cc2)c(O)c1	35	23	24	7.1*	9.8*	48	19	23	19
C=CC[n+]1cccc2c3ccccc3ccc21	26	23	17	67	21	50	49	27	61

Looked up by compound from the entries so far (two):
SMILES	SNB-19	SF-268	U251	SF-539	SF-295	SNB-75	A498	NCI-H23	CAKI-1
CN(C)c1ccc2oc(=O)c3ccccc3c2c1	81	100	94	80	102	57	.	98	98
CCC1CCc2nc3sc(C(=O)Nc4ccccc4F)c(N)c3cc2C1 (stereo not given)	76	62	65	75	47	66	45	78	53

(list continues)
SMILES	SNB-19	SF-268	U251	SF-539	SF-295	SNB-75	A498	NCI-H23	CAKI-1
c1n[nH]cc1-c1nc2ccc3[nH]ncc3c2c2c1CC1(CCOCC1)CC2	37	34	29	27	66	6.7*	-3.9*	44	4.9*
O=C1c2ccccc2C23C(=C(c4cncnc4)c4ccccc42)CCCN13 (stereo not given)	93	92	102	102	96	85	96	102	79
Oc1ccccc1C=Nc1ccccc1N=Cc1ccccc1O	101	89	96	89	100	65	87	95	82
Cc1c(Cl)cccc1NS(=O)(=O)c1ccccc1	106	104	106	102	95	88	.	113	116
CC(=O)OCC(OC(C)=O)C(OC(C)=O)C(OC(C)=O)C(OC(C)=O)C(/C=N/Nc1ccccc1)=N/Nc1ccccc1 (stereo not given)	89	72	72	90	47	87	83	80	73
O=C1Nc2ccc(Cl)cc2/C1=N/N=C/c1c[nH]c2ccccc12	86	76	71	83	103	58	.	86	29
CC(=O)OC1C(OC(C)=O)C2C(C)CC3OC(=O)C(C)C3CC2(C)C1OC(C)=O (stereo not given)	100	102	100	87	105	90	103	105	103
Oc1ccc2cc(Br)ccc2c1	105	100	108	114	113	101	.	106	92
CCOC(=O)c1c(Nc2ccccc2)nn2c(-c3ccc(Br)cc3)ccnc12	57	69	66	64	77	65	.	65	58
O=C(CCN1CCOCC1)c1ccccc1	108&116	110&109	100&104	102&108	106&107	91&88	100&98	114&108	81&89
O=C(O)c1sc(C(=O)O)c(-c2ccccc2)c1-c1ccccc1	101&100	106&101	96&98	100&98	107&102	83&91	104&92	101&117	96&93
N#C/C(=C\c1ccc(O)cc1)c1nc2ccccc2s1	.	92	98	96	87	84	105	105	79
Cc1ccc(C(C)C)cc1NC(=O)Nc1ccccc1Cl	95	103	98	101	96	99	82	93	.
COc1ccc(NC(=O)CCn2cnc3c(cc(-c4ccccc4)n3-c3ccncc3)c2=O)cc1	106	100	107	110	111	108	75	107	102
CCOC(=O)c1nc2cc(C#N)ccn2c1C(=O)c1cccs1	96	104	94	99	102	107	104	106	104
COc1ccc(Cc2cc(-c3ccc(Cl)c(Cl)c3)n[nH]c2=O)cc1	99	94	101	99	104	74	.	102	84
O=C1c2c(c(=O)[nH]c3ccccc23)C2CCCN1C2 (stereo not given)	113	99	110	110	111	105	107	107	105
O=C(O)CCCC(=O)O	99	94	94	104	110	86	109	95	105
CCCC(C)(O)C#CC(C)(O)CCC (stereo not given)	104	107	113	102	104	93	110	104	94
COc1cccc(/C=C2\SC(=Nc3ccc(NC(C)=O)cc3)NC2=O)c1	101	125	109	99	99	116	109	111	126
CCOC(=O)c1ccc2c3c(ccc(C(=O)OCC)c13)C=C2	101	115	.	101	96	86	87	.	92
COc1ccc(Nc2c(Nc3ccc(OC)cc3)c(=O)c2=O)cc1	98	100	116	94	100	97	93	102	96
O=c1ccn(CCC(CO)CO)c(=O)[nH]1	111	115	100	127	100	72	92	94	78
CCCCCCC(C(=O)O)C(=O)O	.	101	101	97	97	86	98	100	89
CCC(CC)COC(=O)c1nn(C(C)=O)c2cc(F)c(F)cc12	104	110	87	102	92	110	117	90	87
CSc1nc(COC(=O)NC(C)C)c(COC(=O)NC(C)C)n1-c1ccccc1	103	107	105	101	98	89	129	101	99
O=C(CNc1nnc(-c2ccc(O)cc2)o1)N1c2ccccc2Sc2ccccc21	104	102	96	96	90	82	74	99	85
Oc1c(Cl)cc(Cl)cc1CN(Cc1cc(Cl)cc(Cl)c1O)C1CCCCC1	95	105	95	103	99	98	88	100	.
Nc1ncnc2c1ncn2[C@]1(CF)O[C@H](CO)C1CO (stereo not given in full)	106	107	104	98	123	120	165	113	.
CC1=NCCN1CCNC(=O)c1ccc(C(=O)NCCN2CCN=C2C)cc1	105	100	108	115	116	108	80	102	123
O=C(NN=C1CCCCC1)C(=O)Nc1cccc(C(F)(F)F)c1	96	108	97	105	78	99	82	100	98
O=C(NNc1nc2cc(F)c(F)cc2n2cccc12)c1ncccn1	26	17	18	11	15	-1.5*	18	20	18
FCCOc1ccc(CCC2CCCC(CCc3ccc(OCCF)cc3)N2)cc1 (stereo not given)	96	117	94	106	103	74	113	105	91
COc1cc(C2=NN(C(C)=O)C(c3ccc(OC(C)=O)cc3)O2)c(OC(C)=O)c2ccccc12 (stereo not given)	93	97	102	96	.	.	105	89	96
O=S(=O)(NCCCNc1nccc(-c2c(-c3cccc(F)c3)nc3sccn23)n1)c1ccc(Br)cc1	84	61	77	98	64	89	.	57	50
CC1[C@H]2[C@H](C[C@H]3[C@@H]4CC=C5c6sc(Nc7cc(Cl)ccn7)nc6CC[C@]5(C)[C@H]4CC[C@@]32C)O[C@]12CC[C@@H](C)CO2 (stereo not given in full)	92	91	87	108	97	117	77	.	80
Cc1nn(-c2ccccc2)cc1/C=C1\SC(=S)N(CC(=O)O)C1=O	112	111	97	108	98	84	101	105	94
CC1CN(CCCO)CCN1 (stereo not given)	.	111	97	98	96	111	110	101	70
COc1ccccc1-n1cc(C#N)c(N)c1C(C)=O	95	101	113	104	105	83	74	101	99
O=C1c2cccc3c(NCCO)ccc(c23)C(=O)N1c1cccc(-c2nn(-c3ccccc3)cc2-c2nc3ccccc3s2)c1	102	112	100	91	96	102	123	93	86

Whole records, looked up by structure.
CCC(CC)COC(=O)c1nn(C(C)=O)c2cc(F)c(F)cc12 as listed: SNB-19 = 104; SF-268 = 110; U251 = 87; SF-539 = 102; SF-295 = 92; SNB-75 = 110; A498 = 117; NCI-H23 = 90; CAKI-1 = 87
CCCCCCC(C(=O)O)C(=O)O as listed: SNB-19 = .; SF-268 = 101; U251 = 101; SF-539 = 97; SF-295 = 97; SNB-75 = 86; A498 = 98; NCI-H23 = 100; CAKI-1 = 89

(further entries)
SMILES	SNB-19	SF-268	U251	SF-539	SF-295	SNB-75	A498	NCI-H23	CAKI-1
C=CCC(O)CCCCC (stereo not given)	107	99	108	107	85	101	79	100	94
O=c1[nH]c2c3ccncc3cc(-c3cccc(Cl)c3)c2c2cnccc12	76	54	13	2.6*	31	-22*	50	51	63
N#Cc1c(-c2cccs2)cc(-c2cnccn2)nc1SCC(=O)c1ccc(F)cc1	98	85	104	77	94	58	8.8*	91	60
COc1ccc(N=Nc2c(N)nn3c(-c4ccc(C)cc4)c(-c4nc5ccccc5s4)c(N)nc23)cc1	95&93	93&99	110&106	97&97	107&104	82&81	82&54	97&100	94&98
O=C(NC1CC1(c1ccccc1)c1ccccc1)c1ccccc1 (stereo not given)	98	112	.	106	84	86	79	86	68
O=c1nc2s/c(=C\c3cccc(Cl)c3)c(=O)n2c2nc(-c3ccccc3)c(-c3ccccc3)nc12	94	100	97	96	104	100	96	99	90
CCCCOc1ccc(C(=O)CCN2CCCCC2)cc1	100&101	104&105	91&93	99&98	96&93	89&100	111	98&102	90&91
O=C(CCCCC(=O)N/N=C\c1ccc(Cl)cc1)N/N=C\c1ccc(Cl)cc1	98	109	116	116	108	118	.	106	109
N/C(=N\C(N)=N\c1nc2ccccc2s1)c1cccnc1	96	99	94	105	98	93	.	83	78
O=S(=O)(NCCCNc1nccc(-c2c(-c3ccc(O)cc3)nc3sccn23)n1)c1ccc(C(F)(F)F)cc1	105	76	67	86	64	58	.	48	60
COc1cc(CNC(=O)[C@]23CCC(C)(C)CC2C2=CCC4[C@@]5(C)CCC(OC(C)=O)C(C)(C)C5CC[C@@]4(C)[C@]2(C)CC3)ccc1OCc1cn(-c2ccc(C#N)cc2)nn1 (stereo not given in full)	86	99	96	95	95	96	130	99	83

Entries above with an aryl thioether with sulfur outside any ring, in the order listed:
SMILES	SNB-19	SF-268	U251	SF-539	SF-295	SNB-75	A498	NCI-H23	CAKI-1
O=C(CSc1nc2c(c(=O)[nH]1)CCCC2)NNC(=O)c1ccc([N+](=O)[O-])cc1	97	98	101	93	102	85	103	103	96
Cc1cnc(SCc2ccc(Cl)cc2)nc1Nc1ccc(Cl)cc1Cl	103	104	100	101	105	98	98	97	.
CSc1nc(COC(=O)NC(C)C)c(COC(=O)NC(C)C)n1-c1ccccc1	103	107	105	101	98	89	129	101	99
N#Cc1c(-c2cccs2)cc(-c2cnccn2)nc1SCC(=O)c1ccc(F)cc1	98	85	104	77	94	58	8.8*	91	60
